Assay outcomes as filed in PubChem.
Large T inhibition: SV40 large T antigen inhibitors, biochemical (AID 1903) | SV40 large T antigen ATPase/helicase inhibition assay; higher % means a stronger effect | inhibition, % at 20 µM; hits with a dose series show IC50 in µM | actives 0.39% (n = 310,000); in the data active means a potency from the dose series; further: strong numbers were not always called active
UTI89 phage lysis: inhibition of K1F phage lysis, E. coli UTI89, bacterial capsule biogenesis inhibitors, alamar blue (AID 488966) | E. coli UTI89 K1F phage lysis, alamar blue, 2 h; higher % means a stronger effect | inhibition, % at 100 µM; hits with a dose series show IC50 in µM | actives 0.02% (n = 340,000);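 active means phage lysis inhibition, versus mean bacterial control, above a set limit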;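 further: capsule biogenesis inhibitors block K1F phage lysis so surviving cells raise fluorescence; higher fluorescence means more inhibition of phage lysis; actives were called in the ten point dose series up to 300 µM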
WT yeast gro inh: growth inhibition of WT yeast, mitochondrial fusion screen. mitochondrial fusion phenotypic screen, WT strain. inhibition, % at 10 µM. AID 1362. actives 2.1% (n = 190,000); in the data active means inhibition above about 58%; tested in S. cerevisiae
ER stress rescue: rescue of cells from ER stress-induced death, primary screen, 384-well, CSM14.1, thapsigargin, ATP luminescence (AID 1222) | 190,000 tested, under 10 active | CSM14.1 thapsigargin-induced death rescue, ATP luminescence; higher % means a stronger effect | cellular ATP content (survival), % at 20 µM, or EC50 in µM where a hit was titrated;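 active means EC50 below 50 µM in the dose-response confirmation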;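 further: death triggered by thapsigargin at about 15 µM added after 2 h compound pretreatment; cell ATP read after overnight thapsigargin exposure of roughly 18 to 22 hours; normalized against plate controls of thapsigargin alone and 5% DMSO vehicle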
West Nile antiviral: West Nile virus antiviral activity, cell-based, CPE readout (AID 1621). West Nile virus-infected cells, CPE inhibition; higher % means a stronger effect. CPE inhibition, % at 10 µM, or IC50 in µM where a hit was titrated. actives 0.02% (n = 290,000); in the data active means a potency from the dose series; further: strong numbers were not always called active
Dengue-2 NS5 capping: flavivirus cap methylation enzyme inhibition – biochemical, confirmation dose response, primary screen (AID 588689) | Dengue-2 NS5 methyltransferase capping enzyme assay, biochemical; higher % means a stronger effect | one-dose inhibition, % at 25 µM; IC50 in µM for titrated hits | actives 0.3% (n = 340,000); in the data active means a potency from the dose series
RSV CPE inhibition: inhibition of RSV-induced cytopathic effect – HEp-2 cells, primary 10 µM value included (AID 2391); HEp-2 cells, RSV-induced CPE inhibition; higher % means a stronger effect; actives 0.13% (n = 310,000); CPE inhibition, % at 10 µM, or IC50 in µM where a hit was titrated; in the data active means a potency from the dose series; further: strong numbers were not always called active
Yfh1-depleted yeast: enhancers of respiration in Yfh1-depleted yeast, dose response, Friedreich's ataxia, plus single-dose screen (AID 1465); actives 0.074% (n = 220,000); S. cerevisiae Yfh1-off respiration, WST-1 reduction, 72 h; higher fold induction means a stronger effect; fold induction at 50 µM; hits with a dose series show EC50 in µM;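 active means fold induction of absorbance versus untreated yeast above a set limit, then at least 30% activation at any dose in follow-up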;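 further: activators that raise dye reduction in frataxin-depleted yeast; strong numbers were not always called active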
XIAP displacement: XIAP antagonists, biochemical, IAP family, fluorescence polarization (AID 1018) | displacement, % at 20 µM, or IC50 in µM where a hit was titrated | XIAP BIR domain, fluorescence polarization peptide displacement; higher % means a stronger effect | actives 0.007% (n = 200,000); in the data active means displacement above about 50%; further: a part of the inactive calls stands beside numbers as strong as those of hits
WT yeast gro inh mutant strain: recorded beside WT yeast gro inh, whose call it bears; inhibition, %; mitochondrial fusion phenotypic screen, mutant strain inhibition
Dengue-2 NS5 capping pilot replicate: recorded beside Dengue-2 NS5 capping, whose call it bears; inhibition, %; measured here: pilot screen replicate inhibition
Numbers without * were called inactive; i = inactive; · = not tested or not shown; [ ] = dose if it differs, or a comment. Rows are unselected (roughly 2.2% active in at least one column).

The opening six entries, to show the layout:
SMILES	Large T inhibition	UTI89 phage lysis	WT yeast gro inh	WT yeast gro inh mutant strain	ER stress rescue	West Nile antiviral	Dengue-2 NS5 capping	RSV CPE inhibition	Yfh1-depleted yeast	XIAP displacement	others
CCN(C(=O)COc1ccccc1)C1CCCCC1	29%	0.7%	1	2	-1.5%	-0.4%	-1%	1.4%	i	-14%
Cc1cc(C)cc(NC(=O)C2CCCN2S(=O)(=O)c2cccc3cccnc23)c1 (stereo unspecified)	-3%	0.1%	·	·	·	0.1%	-2%	59%	·	·
O=c1cc(-c2ccccc2)nc2c(-c3ccccc3)c(C(F)(F)F)[nH]n12	13%	·	·	·	·	-0.2%	·	9.4%	i	·
Cc1cc(C)c(S(=O)(=O)N2CCOCC2)c(C)c1N(C)S(=O)(=O)c1ccccc1	4%	0.1%	·	·	·	-0.4%	-1%	4.7%	·	·
O=S1(=O)N=CN(Cc2cccc(F)c2)c2ccccc21	2%	0.1%	20	24	3.1%	-0.3%	-2%	0.5%	i	-4.5%
CCOC(=O)N1CCN(C(=O)C2c3cc(OC)c(OC)cc3C(=O)N3CCc4ccccc4C23)CC1 (stereo unspecified)	10%	1.2%	1	2	·	0.1%	-2%	1.9%	i	1.2%

Main list, from the start:
SMILES	Large T inhibition	UTI89 phage lysis	WT yeast gro inh	WT yeast gro inh mutant strain	ER stress rescue	West Nile antiviral	Dengue-2 NS5 capping	RSV CPE inhibition	Yfh1-depleted yeast	XIAP displacement	others
CCN(C(=O)COc1ccccc1)C1CCCCC1	29%	0.7%	1	2	-1.5%	-0.4%	-1%	1.4%	i	-14%
Cc1cc(C)cc(NC(=O)C2CCCN2S(=O)(=O)c2cccc3cccnc23)c1 (stereo unspecified)	-3%	0.1%	·	·	·	0.1%	-2%	59%	·	·
O=c1cc(-c2ccccc2)nc2c(-c3ccccc3)c(C(F)(F)F)[nH]n12	13%	·	·	·	·	-0.2%	·	9.4%	i	·
Cc1cc(C)c(S(=O)(=O)N2CCOCC2)c(C)c1N(C)S(=O)(=O)c1ccccc1	4%	0.1%	·	·	·	-0.4%	-1%	4.7%	·	·
O=S1(=O)N=CN(Cc2cccc(F)c2)c2ccccc21	2%	0.1%	20	24	3.1%	-0.3%	-2%	0.5%	i	-4.5%
CCOC(=O)N1CCN(C(=O)C2c3cc(OC)c(OC)cc3C(=O)N3CCc4ccccc4C23)CC1 (stereo unspecified)	10%	1.2%	1	2	·	0.1%	-2%	1.9%	i	1.2%
CCOc1ccc(C(=O)NCCN2CCOCC2)cc1	·	0.6%	-4	-8	1.1%	-0.6%	2%	2.2%	i	-6.7%
Cc1ccc(S(=O)(=O)N(C)C)cc1NC(=S)Nc1ccc2cn[nH]c2c1	12%	4.7%	-10	14	2.1%	-0.7%	-11%	4.7%	i	-0.9%
CCOc1ccc(CCNC(=O)Cn2nc(C)c3c(C)n(-c4ccccc4)nc3c2=O)cc1	5%	-0.2%	·	·	·	-0.4%	-5%	1.6%	·	·
Cc1c(N(C(=O)c2ccccn2)C2(C(=O)NC3CCCC3)CCCCC2)c(=O)n(-c2ccccc2)n1C	-47%	0.2%	2	10	-2.8%	-0.6%	-1%	-0.1%	i	-5.3%
CCC1CCCCN1S(=O)(=O)c1ccccc1 (stereo unspecified)	0%	0.8%	·	·	·	1.2%	·	0.8%	·	·
COc1cc(NC(=O)C(F)(F)F)cc(OC)c1	1%	0.0%	9	0	3.4%	-0.1%	2%	2.1%	i	-1.0%	Dengue-2 NS5 capping pilot replicate=3.5
CN(C)c1ccc(N=C/C=C2/N(C)c3ccccc3C2(C)C)cc1	37%	0.6%	51	35	-0.6%	-0.9%	-2%	·	>100µM*	-3.9%
CCc1nnc(NC(=O)CCC(=O)N2CCN(CCc3ccccc3)CC2)s1	4%	1.8%	-7	-2	-0.8%	-0.3%	-8%	1.0%	i	-2.5%
CCOC(=O)Cn1c(=N)n(Cc2ccccc2)c2ccccc21	0%	0.1%	-25	-5	-1.6%	0.1%	·	0.3%	i	0.7%
CC(=O)Nc1nc(C)c(Oc2ccc(Cl)cc2)c(=O)[nH]1	4%	-2.3%	·	·	·	-0.2%	2%	0.6%	i	·
Cc1ccc(N(CC(O)CN2CCOCC2)S(=O)(=O)c2ccc3ccccc3c2)cc1 (stereo unspecified)	-1%	-0.3%	-15	-12	-1.1%	-0.6%	-8%	0.7%	i	-4.4%
O=C(CN1CCSCC1)N/N=C/c1ccc(F)c(F)c1	4%	-0.9%	8	17	0.5%	1.3%	-6%	0.8%	i	-5.5%
Cc1ccc2nc(SC(C)C(=O)NCc3ccc4c(c3)OCO4)[nH]c2c1 (stereo unspecified)	8%	-0.1%	-1	-8	-1.9%	-1.4%	0%	-0.4%	i	-4.8%
CCOc1ccc(N/C=C/C(=O)c2ccc(OC)c(OC)c2)cc1	11%	1.2%	·	·	·	-1.2%	-2%	4.0%	·	·
COC(=O)c1cnn(C(=O)c2cc(OC)ccc2Br)c1N	1%	0.8%	-11	-7	-1.4%	-0.3%	-4%	-0.1%	i	-6.8%
O=C(CNCc1ccccc1Cl)Nc1ccccc1N1CCCCC1	5%	-0.3%	80*	15*	1.6%	-1.6%	-2%	11%	i	-10%
CC1=CC(c2ccccc2)=Nc2ccc(C)cc2N1	8%	0.2%	3	16	-0.9%	-0.2%	-14%	1.5%	i	1.0%
O=C(CCNC(=O)c1ccc(Br)cc1)NCC1CCCO1 (stereo unspecified)	12%	1.0%[50 µM]	·	·	·	·	1%	-0.8%	·	·
Cc1ccc(C(=O)O)cc1N1CCCC1=O	3%	-1.6%	-5	-8	-0.8%	-0.8%	-2%	1.5%	i	-5.3%
CC(NC(=O)Nc1nnc(C(F)(F)F)s1)N1C(=O)C2C3C=CC(C3)C2C1=O (stereo unspecified)	8%	1.8%	-9	-11	-2.4%	0.5%	-2%	3.2%	i	-4.5%
CCN(CC(=O)NCc1ccc(F)cc1)Cc1nc2cc(Cl)ccc2c(=O)[nH]1	15%	-0.3%	-15	2	1.7%	0.0%	3%	1.9%	i	-13%
CCOc1ccc(NC(=O)CSc2nc3c(c(=O)n2C)SC(C)C3)cc1 (stereo unspecified)	4%	0.4%	16	15	-2.5%	-0.4%	-3%	1.9%	i	-4.8%
Cc1oc(=O)c(NC(=O)c2cccc(Cl)c2)cc1C(=O)c1ccccc1	29%	-0.7%	57	22	-3.2%	-0.6%	10%	12%	i	-3.1%
COC(=O)c1ccccc1NC(=O)C1=CC(c2cccs2)=NS(=O)(=O)N1C	3%	5.8%	·	·	·	0.4%	1%	0.3%	·	·
CCOC(=O)C1(CC)NC(c2ccco2)C2C(=O)N(c3ccc(C)cc3)C(=O)C21 (stereo unspecified)	-1%	0.2%	-6	-5	-0.5%	0.2%	-6%	0.2%	i	-4.8%
COc1ccc(NC(=O)CSc2nc(N)c(C#N)cc2C#N)cc1	8%	4.9%	7	18	-1.5%	0.1%	-14%	-0.1%	i	-11%
COc1cc(C)c2c(c1C=O)Oc1c(c(C)c(O)c3c1C(O)OC3=O)OC2=O (stereo unspecified)	20%	-0.2%	6	11	0.9%	-0.5%	71µM*	·	i	-4.6%
Cc1scc(C(=O)Nc2ccon2)c1-c1ccccc1	5%	-0.5%	-1	-2	-3.7%	0.0%	-4%	0.3%	i	-0.5%
Fc1ccc(NC(=S)NCc2ccccc2Cl)cc1	8%	5.9%	15	-8	-2.6%	1.2%	-1%	13%	i	-6.4%
CCNCC(=O)N1c2ccccc2CCc2ccc(NC(=O)OCC)cc21	15%	0.3%	·	·	·	-0.7%	1%	0.1%	·	·
CC(C)NS(=O)(=O)c1ccc(OCC(=O)NC(C)c2ccccc2)cc1 (stereo unspecified)	1%	-0.4%	-2	-13	-0.5%	0.1%	-9%	4.7%	i	-1.3%
O=S(=O)(Cc1ccccc1Cl)NCCOc1ccccc1	6%	0.1%	-2	-17	-3.1%	-0.5%	-7%	1.1%	i	-9.1%
O=C(O)c1cccc(Oc2ccccc2[N+](=O)[O-])c1	5%	2.0%[50 µM]	6	-4	-2.1%	1.7%	-1%	1.0%	i	-1.9%
Cc1ccc(N=CC=C2OC(C)(C)C(C)(C)O2)cc1	9%	-0.4%	2	3	1.0%	0.2%	4%	-0.6%	i	-4.0%
COc1ccccc1CCC(=O)Nc1nccs1	4%	0.3%	·	·	·	0.2%	-1%	1.9%	·	·
Cc1ccc2[nH]c3c(NCc4ccco4)ncnc3c2c1	-5%	-2.7%	11	4	8.9%	0.6%	-8%	9.7%	i	-3.6%
CC(=O)N(/N=C1\Sc2ccccc2C1=O)c1ccc(C)cc1C	4%	0.1%	-1	-1	-3.3%	-0.1%	-7%	1.4%	i	-2.6%
COC(=O)Nc1c(C(=O)OC)cc(OC)c(OC)c1OC	-1%	-0.6%	7	4	2.5%	0.4%	8%	1.0%	i	-4.0%
COc1ccccc1N1CCN(C(=S)Nc2ccc(F)cc2)CC1	3%	0.1%	·	·	·	-1.5%	-1%	3.0%	·	·
CC(=O)c1ccc(NC(=O)CSc2nnc(NC(=O)C3CC3)s2)cc1	23%	0.0%	·	·	·	-0.3%	-4%	1.0%	·	·
CCOC(=O)c1c(N)sc(C(=O)Nc2ccccc2F)c1C	-4%	-0.2%	35	24	-3.5%	-0.8%	-16%	2.9%	i	-7.0%
CCOc1ccc(C(=O)N2CCc3ccccc32)cc1	5%	0.4%	·	·	·	-0.8%	10%	1.3%	·	·
N=c1sccn1CC(=O)Nc1cccc(S(N)(=O)=O)c1	5%	1.3%[50 µM]	·	·	·	-0.2%	-1%	0.5%	i	·
C[C@@H]1CC=C[C@H]2[C@H]1C(=O)N(Cc1ccccc1)[C@H]2c1ccc(F)c(/C=C/c2ccccc2)c1	13%	2.2%	·	·	·	-0.3%	-2%	2.2%	i	·
COc1ccc(OC)c(/C=N/c2c(-c3ccc(O)c(OC)c3)nc3ccccn23)c1	19%	0.6%	26	12	-1.3%	0.1%	-13%	0.5%	i	-6.4%
Cn1c(NC2CCCCC2)c(N=O)c(=O)n(C)c1=O	4%	0.7%	10	7	-2.1%	0.3%	-5%	1.3%	i	-3.5%
Cc1ccc(S(=O)(=O)Nc2cccc(-n3cnnn3)c2)cc1	16%	0.1%	·	·	·	-0.4%	-7%	0.4%	·	·
CN(C)/C=C/C(=O)c1cccc(C(F)(F)F)c1	2%	1.1%	-3	-8	·	-0.2%	-3%	1.9%	i	-12%
COc1ccc(/C(N)=N/O)cc1O	25%	2.7%	-18	-12	-1.1%	0.1%	0%	1.0%	i	-8.6%
CC1(C)CC(=O)C=C(Nc2cc(-c3ccccc3)[nH]n2)C1	-15%	-0.3%	14	4	-0.5%	-0.2%	3%	3.0%	i	-6.7%	Dengue-2 NS5 capping pilot replicate=-0.6
O=C(NCc1cccs1)C1CCCN1C(=O)Nc1cccc(F)c1 (stereo unspecified)	6%	0.5%	-9	-4	0.8%	-0.1%	-4%	1.5%	i	-3.0%
